# GalR3 antag = blocks the human galanin receptor 3 | HEK293 GalR3-CNG cAMP membrane potential fluorescence; galR3 body fused to GalR1 C-terminus | inhibition, % at 3 µM | hit rate 0.44% among 360,000;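 active = inhibition above the screen-wide average plus 3 SD, cut at about 13% in these data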;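 also: forskolin and galanin both at EC90 stimulate the cells; cAMP rise reported by CNG channel membrane potential dye signal; 0% = forskolin plus galanin with DMSO and 100% = forskolin alone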
# Target sequence (O60755 1-299 limits assumed): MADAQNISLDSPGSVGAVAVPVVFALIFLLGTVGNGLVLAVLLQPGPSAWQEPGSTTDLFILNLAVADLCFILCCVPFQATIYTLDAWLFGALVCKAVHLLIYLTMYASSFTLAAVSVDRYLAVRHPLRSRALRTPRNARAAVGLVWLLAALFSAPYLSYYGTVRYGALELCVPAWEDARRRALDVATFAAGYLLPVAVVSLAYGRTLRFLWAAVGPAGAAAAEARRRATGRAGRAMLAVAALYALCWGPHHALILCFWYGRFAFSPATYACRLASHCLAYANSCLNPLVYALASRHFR
# Numbers without * were called inactive.
molecule,GalR3 antag
c1ccc2c(-c3cccc4nccn34)cncc2c1,-5
Nc1[nH]c(C(=O)c2ccc(Br)cc2)c(-c2ccc3c(c2)OCO3)c1C(=O)NCCc1c[nH]c2ccccc12,-7
COC(=O)C1=C(C)N(Cc2cccc(C(F)(F)F)c2)C(=NCc2ccc3c(c2)OCO3)NC1c1cccc(F)c1 (configuration not stated),-7
O=C(CNC(=O)OCc1ccccc1)NCC(=O)NC(Cc1c[nH]c2ccccc12)C(=O)O (configuration not stated),-5
Cc1cccc(C)c1-n1nnnc1C1c2ccccc2C(=O)N1CCCn1ccnc1 (configuration not stated),-4
CC(C)(C)NC(=O)C(c1ccc(C#N)cc1)n1c(=O)c(-c2cc3ccccc3[nH]2)nc2ccccc21 (configuration not stated),-7
CC(=O)Nc1cccc(-c2ccnc3c2CC(C(=O)Nc2cccnc2)O3)c1 (configuration not stated),-6
Cc1cccc(C)c1NC(=O)C(CCc1ccccc1)n1c(=O)c(-c2ccccc2)nc2ccccc21 (configuration not stated),-3
CC1(C(=O)NCc2ccccc2)CN(S(C)(=O)=O)CC(=O)N1CCc1ccccc1F (configuration not stated),-6
CC(=O)NC(c1ccccc1)c1nc(-c2cnc3ccccc3c2)cs1 (configuration not stated),-3
COc1ccc(NC(=O)C2Cc3c(-c4cccc(F)c4)ccnc3O2)cc1OC (configuration not stated),-8
CCCCC[C@H](C)N1C[C@H](COCc2ccccc2)Oc2cc(N3CCC[C@H]3COC)ccc2S1(=O)=O,-5
C[C@H](c1ccccc1)N1C[C@@H](COCc2ccccc2)Oc2cccc(Oc3ccccc3)c2S1(=O)=O,-4
CCCN1C(=O)CC(c2ccc(OC)c(OC)c2)C1=O (configuration not stated),-8
CCOC(=O)[C@]12CCCC=C1N(Cc1ccccc1)C(=O)[C@H](CC(=O)NCCCN1CCCC1=O)C2,-7
CC1(C(=O)NS(=O)(=O)c2ccccc2)CCN1C(=O)C1CCCCC1 (configuration not stated),-4
Cc1ccc(S(=O)(=O)N2C[C@H]3[C@H]4C(=O)N(C5CCCCC5)C(=O)[C@H]4CC(=O)[C@H]3[C@@H]2c2ccccc2F)cc1,-8
CCc1nc2c(OCc3ccc(Cl)cc3)cccn2c1N(C=O)Cc1ccccc1,-8
CC1ON=C(c2ccccn2)N(Cc2ccc3c(c2)OCO3)C1=O (configuration not stated),-1
Cn1c(=O)c2cc(NC(=S)NCc3ccccc3F)ccc2n1C,-8
CC(=NNC1=NCCN1)c1cnn(C2=NCCN2)c1C,-7
C#CCn1c2ccccc2c(=O)n1C(C)CBr (configuration not stated),-7
CCc1ccc2c(c1)NC(=O)C2(C)Cc1ccccc1Cl (configuration not stated),-5
C=CCC[C@@H](CCCCC)OC(=O)/C=C/[C@H](O)[C@@H](O)C[C@H](O)CC=C,0
COc1ccc(CN2C(=O)C(C)Nc3ncnc(N4CCc5ccccc5C4)c32)cc1 (configuration not stated),-5
COc1cc(-c2c(CCO)sc3ccccc23)cc(OC)c1OC,-2
CCCCCc1c(-c2ccc(F)cc2F)ncn1CCc1ccccc1OC,-5
C=CCN=C1NC(c2ccccc2)C(C(=O)OC)=C(C)N1C (configuration not stated),-6
CC(C)(C)c1ccc(S(=O)(=O)NC(=O)C2(C)CCN2C(=O)Cc2cccs2)cc1 (configuration not stated),0
c1cnc2c(-c3ccc4nccn4c3)cccc2c1,-6
Cc1ccc(Cc2c(-c3ccc(C#N)cc3)nc3ccc(C)cn23)cc1,-7
COc1ccc(C(C(=O)Nc2ccc(F)cc2)N2CCN(c3ccncc3)CC2)cc1 (configuration not stated),-6
O=S1(=O)N[C@H](Cc2ccccc2)COc2cc(F)ccc21,-6
C=CCCC(=O)N1C[C@H]2CON(C)[C@H]2C[C@H]1c1ccc(N2CCCCC2)cc1,-5
CC(C)C[C@H]1CNC(=O)C(=O)N1C[C@H]1CCCN1C[C@H](CC(C)C)N1C[C@H](Cc2ccccc2)N(CC2CCCCC2)C(=O)C1=O,-4
CC1(C(=O)NCc2cccc3ccccc23)CCN1Cc1cc2ccccc2o1 (configuration not stated),-9
Cc1cccnc1C1=NOC(Cc2ccccc2)C(=O)N1C (configuration not stated),-4
CC(C)CCN1CCC(CN2C(=O)C(=O)NC[C@@H]2CC(C)C)CC1,-2
O=C(Nc1ccc2c(c1)OCO2)c1cc(C2CCCCN2S(=O)(=O)c2cccs2)on1 (configuration not stated),-3
COc1ccc(C(C)(O)c2nc(-c3ccc(F)cc3OC)cs2)cc1 (configuration not stated),-8
CCCCNC(=O)C1(C)CCC(=O)N1CC(F)(F)F (configuration not stated),-3
COC(=O)C1=C(C)N(Cc2ccccc2)C(=S)NC1c1ccc(Br)cc1 (configuration not stated),-7
CCn1nccc1NC(=O)c1ccc2sc([C@@H]3O[C@H](CO)[C@H](O)[C@H](O)[C@H]3O)nc2c1,-2
CC(=O)c1ccc(OC2(C)CCN(Cc3cc4ccccc4[nH]3)C2)cc1 (configuration not stated),-1
Cc1cccc(-c2ccc3c(c2)[C@@H]2C[C@H]4[C@@H](CN2CC3)[C@H](C)ON4C)c1,-6
COc1ccc(Nc2nc(C)c(C(C)=O)s2)cc1,3
COc1cc(NC(=O)[C@@H]2O[C@H](CO)[C@@H](O)[C@H]2O)cc(OC)c1OC,-6
Cc1ccc(S(=O)(=O)N2CCC(=O)N([C@H](COC(=O)Nc3ccccc3)Cc3ccccc3)CC2)cc1,-5
O=C(Nc1ccccc1)c1cc(C2CCCN(C(=O)c3ccccc3)C2)on1 (configuration not stated),-7
CCOc1ccc(CCN2C(=S)N([C@@H](Cc3ccc(O)cc3)CN3CCC[C@@H]3CN3C(=S)NC[C@@H]3Cc3ccccc3)C[C@@H]2Cc2ccc(O)cc2)cc1,-4

# (continued)
molecule,GalR3 antag
CSCCC(C(=O)NCc1ccccc1)n1c(-c2ccc3c(c2)CCO3)nc2ccccc21 (configuration not stated),-7
COc1ccc(Cc2c(-c3ccc(C#N)cc3)nc3c(Cl)cc(C(F)(F)F)cn23)c(C)c1,-3
CCC(C)N(Cc1ccc(OC)cc1OC)S(=O)(=O)c1cc(Br)ccc1Br (configuration not stated),-9
C#CC1c2ccccc2CCN1CC=C (configuration not stated),-8
c1ccc(-c2nc3ccccc3n2C(c2ccccc2)c2nc3ccccc3[nH]2)cc1 (configuration not stated),-4
CCCC[C@@H]1CC2=C(C(=O)OC(C)(C)O2)[C@H](c2ccc(C(C)C)cc2)O1,-9
CCNC(=O)C1(C)CCCN(C(=O)c2cc(C)nn2C(C)(C)C)C1 (configuration not stated),-9
Cc1ccccc1Nc1nc(N)[nH]c(=O)c1N=O,-5
COC(=O)[C@H](Cc1ccccc1)NC(=O)/C=C/[C@H]1O[C@@H](n2ccc(=O)[nH]c2=O)[C@H](O)[C@@H]1O,-7
Cc1cccc(C)c1-n1nnnc1C(c1ccnc2ccccc12)N1CCOCC1 (configuration not stated),-5
C[C@H](CO)N1C[C@H](C)[C@@H](CN(C)C(=O)c2ccncc2)OCc2cn(nn2)CCCC1=O,0
CCCCCCCCN1C(=O)[C@H](CC(=O)N2CCOCC2)C[C@@]2(C(=O)OCC)CCCC=C12,2
CC(NC(=O)C(NC(=O)OCc1ccccc1)C(C)O)C(=O)OCc1ccccc1 (configuration not stated),-7
COC(=O)[C@@]1(Cc2ccc(F)cc2)[C@H]2c3cc(C(=O)N(C)C)n(Cc4ccc(Cl)c(C(F)(F)F)c4)c3C[C@H]2CN1C(=O)c1ccccc1,-6
COc1cc(C(=O)N2CCC2(C)C(=O)NC(C)C)cc(OC)c1OC (configuration not stated),-5
COc1cccc(C(=O)N[C@H](C(=O)N2CCC[C@H]2C(=O)NCc2ccccc2)c2ccccc2)c1,-7
COc1cccc(Cn2c3ccc(NC(=O)Cc4ccccc4C)cc3c(=O)n2C)c1,0
CC(C)c1ccc(CC(=O)N2CCC2(C)C(=O)NS(=O)(=O)c2ccc(C(C)(C)C)cc2)cc1 (configuration not stated),-6
Clc1cccc(Cc2c(-c3cccc(Cl)c3)nc3ccc(Cl)cn23)c1,-3
CC1(C(=O)NS(=O)(=O)c2cccc(Cl)c2)CCN1C(=O)Cc1cc(F)ccc1F (configuration not stated),-4
CO[C@H]1CN(C)C(=O)c2cc(NS(=O)(=O)c3ccccc3)ccc2OC[C@@H](C)N(Cc2ccccn2)C[C@@H]1C,-2
Cc1cn([C@H]2C[C@H](O)[C@@H](/C=C/C(=O)NCC(c3ccccc3)c3ccccc3)O2)c(=O)[nH]c1=O,-7
COc1cccc(Nc2nc(C(N)Cc3ccc(Cl)cc3)cs2)n1 (configuration not stated),-8
CC(=O)Nc1ccc(-c2ccnc3c2CC(C)(C(=O)NCC2CCOCC2)O3)cc1 (configuration not stated),1
CCc1nc2c(OCc3ccc(Cl)cc3)cccn2c1N(C)C(=O)c1ccncc1,-7
CC(C)CCN(C)[C@H]1C[C@H]2c3[nH]c4ccccc4c3CCN2C[C@H]1[C@H](C)O,-7
COC(=O)[C@]12C[C@H](CC(=O)N3CCC(c4ccccc4)CC3)C(=O)N(Cc3ccccc3)C1=C[C@H](C(C)(C)C)O[C@@H]2C,-1
COc1ccc(S(=O)(=O)N2CCCc3nc(-c4ccc(Br)cc4)ccc32)cc1,-5
CC(=O)NC(c1ccccc1)c1nc(-c2cccc(F)c2)cs1 (configuration not stated),0
Fc1ccc(-c2ccc3c(n2)CCCN3Cc2ccccc2C(F)(F)F)cc1,-7
CC(=O)Nc1cnc(-c2cccc(C(=O)N3CCOCC3)c2)cn1,-7
CCNC(=O)c1cc2c(c(-c3cccc(-c4cncnc4)c3)n1)[C@H](CCO)N(C(C)=O)C2,-5
CC(O)(c1ccccc1)c1nc(-c2cc3ccccc3o2)cs1 (configuration not stated),-7
OC[C@@H]1CN(Cc2ccc3c(c2)OCO3)C[C@H](n2cnc3c(N4CCOCC4)ncnc32)O1,6
COc1ccc2nc(-c3ccc(CN4CCC(c5nc6ccccc6[nH]5)CC4)cc3)c(-c3ccccc3)nc2c1,-4
COc1cccc(Cn2cnc(-c3ccccc3OC)c2-c2cc(C)cc(C)c2)c1,-8
COC(=O)C1=C(C)N(Cc2ccccc2C(F)(F)F)C(=NCc2ccc3c(c2)OCO3)NC1c1ccccc1C(F)(F)F (configuration not stated),-6
CCOc1cccc(-c2ccc3nncn3c2)c1,5
c1cc(-c2cc3nc(NC4CCCCC4)ccn3n2)ccc1OCCN1CCOCC1,-7
Cc1cc(C)cc(-n2c3ccc(NC(=O)Cc4cccc5ccccc45)cc3c(=O)n2C)c1,-4
Nc1cccc(-c2cncc(N3CCN(Cc4ccccn4)CC3)n2)c1,-6
O=C(NC1CCCCC1)C(c1ccnc2ccccc12)N1CCc2ccccc2C1 (configuration not stated),-6
O=C(Nc1ccc(Oc2ccccc2)cc1)c1csc([C@@H]2O[C@H](CO)[C@@H](O)[C@H]2O)n1,4
CCOC(=O)C1CCCN(C(=O)c2ccc(N(C)C)cc2)CC1 (configuration not stated),-5
COc1ccc(-c2ccc3nncn3c2)cn1,-5
CS(=O)(=O)Nc1ccc(-c2cnc3cccnn23)cc1,-2
COc1cccc(C(NC(C)=O)c2nc(-c3cc4ccccc4o3)cs2)c1 (configuration not stated),-5
COc1ccc(C(C)=O)cc1Cn1c(C)c(C(=O)NCc2cccc(C(F)(F)F)c2)sc1=O,-2
CC(C)NC(=O)N1Cc2cc(C(=O)NC3CCC3)nc(-c3cccc(-c4cncnc4)c3)c2[C@H]1CCO,2
COc1ccc(C2=Nc3ccccc3N(C(=O)c3ccc4ncccc4c3)C2C(=O)NC(C)(C)C)cc1 (configuration not stated),-6

# No new results follow: three of the compounds above.
molecule,GalR3 antag
CCOC(=O)C1CCCN(C(=O)c2ccc(N(C)C)cc2)CC1 (configuration not stated),-5
COc1ccc(-c2ccc3nncn3c2)cn1,-5
CS(=O)(=O)Nc1ccc(-c2cnc3cccnn23)cc1,-2

# The list continues.
molecule,GalR3 antag
COc1ccc(CNC(=O)c2[nH]c(C(F)(F)F)nc2-c2ccccc2)cc1OC,-1
CCCNC(=O)C1(C)CCCN(C(=O)c2cccc(Cl)c2)C1 (configuration not stated),-4
CCOC(=O)[C@]12CCCC=C1N(Cc1ccc3c(c1)OCO3)C(=O)[C@H](CC(=O)N1CCCC1)C2,-6
CCCC(=O)N1CCC1(C)C(=O)Nc1ccccc1C(C)(C)C (configuration not stated),-5
O=C(Nc1ccccc1)c1cc(C2CCCCN2C(=O)OCc2ccccc2)on1 (configuration not stated),-5

# Entries listed so far containing an NH in an aromatic ring, in the order listed:
molecule,GalR3 antag
Nc1[nH]c(C(=O)c2ccc(Br)cc2)c(-c2ccc3c(c2)OCO3)c1C(=O)NCCc1c[nH]c2ccccc12,-7
O=C(CNC(=O)OCc1ccccc1)NCC(=O)NC(Cc1c[nH]c2ccccc12)C(=O)O (configuration not stated),-5
CC(C)(C)NC(=O)C(c1ccc(C#N)cc1)n1c(=O)c(-c2cc3ccccc3[nH]2)nc2ccccc21 (configuration not stated),-7
CC(=O)c1ccc(OC2(C)CCN(Cc3cc4ccccc4[nH]3)C2)cc1 (configuration not stated),-1
c1ccc(-c2nc3ccccc3n2C(c2ccccc2)c2nc3ccccc3[nH]2)cc1 (configuration not stated),-4
Cc1ccccc1Nc1nc(N)[nH]c(=O)c1N=O,-5
COC(=O)[C@H](Cc1ccccc1)NC(=O)/C=C/[C@H]1O[C@@H](n2ccc(=O)[nH]c2=O)[C@H](O)[C@@H]1O,-7
Cc1cn([C@H]2C[C@H](O)[C@@H](/C=C/C(=O)NCC(c3ccccc3)c3ccccc3)O2)c(=O)[nH]c1=O,-7
CC(C)CCN(C)[C@H]1C[C@H]2c3[nH]c4ccccc4c3CCN2C[C@H]1[C@H](C)O,-7
COc1ccc2nc(-c3ccc(CN4CCC(c5nc6ccccc6[nH]5)CC4)cc3)c(-c3ccccc3)nc2c1,-4
COc1ccc(CNC(=O)c2[nH]c(C(F)(F)F)nc2-c2ccccc2)cc1OC,-1

# From PubChem BioAssay

# Some of the compounds tested; rates above refer to the full screens.
